# Pf growth 48h – P. falciparum growth inhibition at 48 hours (one generation); P. falciparum luciferase growth in erythrocytes, 48 h; Potency, µM (titrated, usually from 28.7 µM), for inactives: at the highest dose activity change, negative = inhibition, most hits filed as inhibitors; actives 5.9% (n = 310,000); AID 504832; also: potency is read from the fitted curve at half-maximal effect; % is scaled to controls: 0 for no effect and ±100 for the full control effect
#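 Firefly luciferase activity from engineered P. falciparum reports growth; inhibitors lower the luminescent signal. Cultures contained 2% hematocrit erythrocytes at 0.1% final parasitemia.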
# LmPK inh – LmPK (Leishmania mexicana) enzyme inhibition. Q27686. purified LmPK, Kinase-Glo ATP luminescence, 1 h. Potency, µM (top dose mostly 57.5 µM), without a hit: top-dose activity change, negative = inhibition, hits mostly inhibitors. actives 0.37% (n = 290,000). AID 1721; also: potency is read from the fitted curve at half-maximal effect; % is scaled to controls: 0 for no effect and ±100 for the full control effect
# Target sequence (Q27686 whole entry, looked up): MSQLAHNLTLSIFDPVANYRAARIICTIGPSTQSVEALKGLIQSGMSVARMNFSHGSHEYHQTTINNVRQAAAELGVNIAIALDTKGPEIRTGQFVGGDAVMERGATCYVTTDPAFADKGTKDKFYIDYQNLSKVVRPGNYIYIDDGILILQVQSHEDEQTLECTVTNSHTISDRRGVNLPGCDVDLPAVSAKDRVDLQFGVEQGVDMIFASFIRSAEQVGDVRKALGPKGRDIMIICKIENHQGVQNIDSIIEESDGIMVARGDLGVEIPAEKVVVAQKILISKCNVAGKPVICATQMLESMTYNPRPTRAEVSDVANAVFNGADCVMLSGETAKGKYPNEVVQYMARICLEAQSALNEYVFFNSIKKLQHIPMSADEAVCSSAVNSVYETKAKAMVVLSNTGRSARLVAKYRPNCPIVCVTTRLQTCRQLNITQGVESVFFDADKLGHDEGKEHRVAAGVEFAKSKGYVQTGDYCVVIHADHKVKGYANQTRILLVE
#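 In 50 mM imidazole pH 7.2 with 7 mM MgCl2, LmPK (0.1 nM) turned over PEP (0.5 mM) and ADP (0.1 mM) for 1 h at room temperature. Luciferase read-out of ATP.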
# Tb PYK inh – T. brucei pyruvate kinase inhibition | Q57TT1 | TbPYK enzyme, Kinase-Glo Plus ATP luminescence, 45 min | Potency, µM (highest dose often 76.8 µM), without a hit: top-dose activity, negative = inhibition, most hits filed as inhibitors | actives 0.12% (n = 410,000) | AID 624173; also: potency is read from the fitted curve at half-maximal effect; % is scaled to controls: 0 for no effect and ±100 for the full control effect; nearly all actives have a fitted effect of over 50% in size
#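 Enzyme and substrate buffer are dispensed first and compound is pin-transferred. ADP at 130 uM final then starts the reaction, which runs 45 min at room temperature. Detection reagent is added for 10 min before luminescence is imaged.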
# AMA1-RON2 inh – disrupts binding of P. falciparum AMA1 to RON2; Potency, µM (series often up to 58.2 µM), for inactives: at the top dose activity change, negative = inhibition, actives largely listed as inhibitors; AlphaScreen AMA1-biotinylated RON2 peptide binding; actives 0.2% (n = 360,000); AID 720542;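 also: potency is read from the fitted curve at half-maximal effect; 0% = vehicle wells and -100% = peptide control; nearly all actives have a fitted effect of over 45% in size; some results filed as inactive show a strong effect at the top dose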
#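 AMA1 (3D7) with his tag at 25 nM final met compounds first, then biotinylated RON2 peptide at 25 nM; detection used donor plus acceptor beads, 10 µg/mL apiece, read by AlphaScreen after 30 min at room temperature.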
# Pf growth 96h – P. falciparum growth inhibition at 96 hour, primary screen for plastid delayed-death inhibitors; P. falciparum luciferase reporter growth, 96 h; actives 6.9% (n = 320,000); Potency, µM (titrated, usually from 28.7 µM), for inactives: top-dose activity change, negative = inhibition, most hits filed as inhibitors; AID 504834; also: potency is read from the fitted curve at half-maximal effect; % is scaled to controls: 0 for no effect and ±100 for the full control effect
#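 Plates of compound plus infected erythrocytes (2% hematocrit, 0.05% parasitemia final) incubate 96 hours, 37 C, 5% CO2. Detection reagent added; reduced luminescence from the parasites' luciferase reporter flags inhibition.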
# Shiga toxin inh – blocks Shiga toxin action in Vero cells | Vero cells, Shiga toxin protein synthesis inhibition reporter | inhibition, % at 38.7 µM | actives 9.2% (n = 290,000) | AID 2315; in the data active = inhibition mostly above about 28%, no sharp cut-off; inactive = mostly below about 43%; also: 0% is about no effect
# Cycloheximide cs – counter-screen hit for Shiga toxin inhibitors, cycloheximide | cell reporter, cycloheximide protein synthesis inhibition counterscreen | max response, % | actives 12% (n = 300,000) | AID 2314; in the data active = max response mostly above about 13%, no sharp cut-off; inactive = mostly below about 14%; also: read at 38.3 µM for the half of the compounds with a filed dose; 0% is about no effect
# * marks the source's active call; other numbers are inactive results; ? = inconclusive; · = not tested or not shown; [ ] = another dose, or the depositor's remark. Unless noted, calls follow the shape of the dose curve; as a rule, active = well fitted curve in the direction sought with a large enough effect; inconclusive = small, poorly fitted or top-dose-only effect, or another doubt; inactive = no such curve, though single readings can be large; an effect the other way counts as inactive or inconclusive.
1	Cc1cc(C)n2nc(-c3cccnc3)nc2n1
2	Cc1ccc(S(=O)(=O)N2CCC(C(=O)OC(C)C(=O)NC3CCCCC3C)CC2)cc1 (configuration not stated)
3	Cc1ccccc1-n1c(O)c(/C=N/Nc2nc3c(c(=O)n(C)c(=O)n3C)n2C)c(=O)[nH]c1=S
4	CC(NC(=O)NC1CCCCC1)C(c1cccs1)N1CCN(c2ccccc2)CC1 (configuration not stated)
5	COc1cccc(N/C=C/c2onc(C)c2[N+](=O)[O-])c1
6	COc1ccc(-n2c(=O)cc(N3CCN(c4ccccc4OC)CC3)[nH]c2=O)cc1

assay / entry,1,2,3,4,5,6
Shiga toxin inh,3,·,-3,12,46,11
Tb PYK inh,-5%,-1%,-25%,-1%,-9%,-1%
Cycloheximide cs,2,·,-2,-6,0,-2
AMA1-RON2 inh,1%,-8%,47%[activator],-19%,4%,-6%
LmPK inh,-1%,·,-3%,2%,0%,3%
Pf growth 96h,6%[5.75 µM],?,-5%,?,24%[1.15 µM],?
Pf growth 48h,24%,-27%,9%,?,78%[activator],-4%

7	CCCCCCc1ccc(N2C[C@H](C)[C@@H](CC(=O)NCc3ccccc3)C2=O)cc1
8	Cc1ccc(N(CC(=O)NCc2ccco2)C(=O)CCC(=O)Nc2nccs2)c(C)c1
9	O=C(CSCc1ccccc1Cl)NN=C1CCCCCC1
10	Cc1sc(NC(=O)CN(Cc2ccccc2)C(=O)C2CC2)c(C(N)=O)c1C
11	COC(=O)C(O)(c1ccc2c(c1)CCCN2)C(F)(F)F (configuration not stated)
12	O=C(CCCn1c(=O)[nH]c2ccsc2c1=O)N1CCCCC1

assay / entry,7,8,9,10,11,12
Shiga toxin inh,-1,27*,9,-13,-10,-16
Tb PYK inh,-3%,3%,0%,-2%,-3%,-16%
Cycloheximide cs,8.5*,9,-3,2,-6,-4
AMA1-RON2 inh,10%,3%,31%[activator],-2%,-6%,-5%
LmPK inh,2%,-1%,0%,2%,10%,1%
Pf growth 96h,?,18%,6%,-4%,8.3µM*,13%
Pf growth 48h,?,-24%,7%,14%,·,29%

# Reprinted from the part before: two entries; new compounds follow.
11	COC(=O)C(O)(c1ccc2c(c1)CCCN2)C(F)(F)F (configuration not stated)
12	O=C(CCCn1c(=O)[nH]c2ccsc2c1=O)N1CCCCC1
13	CCS(=O)(=O)N1Cc2ccccc2CC1C(=O)NCCc1ccccc1 (configuration not stated)
14	COc1ccc(Nc2nc(CC(C)=O)ns2)cc1
15	COc1cc(CNCc2cccs2)ccc1OCc1ccccc1
16	COc1cccc(NC(=S)N(CCN(C)C)C(C)c2ccncc2)c1 (configuration not stated)
17	CCOC(=O)C1(Cc2ccccc2)CCCN(Cc2ccc(OCC)c(CO)c2)C1 (configuration not stated)
18	Cc1ccc(CNC(=O)CSc2nc(N3CCCCC3)nc(N3CCCCC3)n2)cc1

assay / entry,11,12,13,14,15,16,17,18
Shiga toxin inh,-10,-16,22,68*,7,2,2,-12
Tb PYK inh,-3%,-16%,5%,-4%,0%,1%,-4%,-10%
Cycloheximide cs,-6,-4,19*,27*,26*,-5,-3,2
AMA1-RON2 inh,-6%,-5%,3%,2%,?,3%,2%,0%
LmPK inh,10%,1%,0%,0%,1%,5%,3%,0%
Pf growth 96h,8.3µM*,13%,7%,2.6µM*,?,-6%,2%,8%
Pf growth 48h,·,29%,-19%,111%[activator],36%[activator],-19%,?,?

19	CCCc1nnc(NC(=O)CCC(=O)NCCc2ccc(OC)c(OC)c2)s1
20	CCOC(=O)CSC1=Nc2ccccc2C2=NC(CC(=O)NCc3ccc4c(c3)OCO4)C(=O)N12 (configuration not stated)
21	Nc1c(C(=O)c2cccs2)sc2nsc(SCCN3CCCCC3)c12
22	O=Cc1ccc(-c2cccc(C(=O)O)c2)o1
23	Cc1ccc(C(=O)CCC(=O)OCC(=O)NNC(=O)c2ccc([N+](=O)[O-])cc2)cc1
24	O=C(CN(Cc1ccc(F)cc1)C(=O)CCC(=O)Nc1nccs1)NCc1ccc(F)cc1

assay / entry,19,20,21,22,23,24
Shiga toxin inh,17,-2,46*,25,·,-2
Tb PYK inh,-11%,1%,2%,-5%,0%,-15%
Cycloheximide cs,6,11,24*,13,·,1
AMA1-RON2 inh,-15%[2.32 µM],?,13%,-12%,17%,-9%
LmPK inh,0%,-2%,-1%,-2%,·,6%
Pf growth 96h,103%[activator],31%[activator],-24%,?,0%,16%
Pf growth 48h,-28%,4.1µM*,7%,28%,-5%,-18%

# Complete entries, quoted from the list.
# Profile of `Cc1ccc(N(CC(=O)NCc2ccco2)C(=O)CCC(=O)Nc2nccs2)c(C)c1` = Shiga toxin inh: 27*; Tb PYK inh: 3%; Cycloheximide cs: 9; AMA1-RON2 inh: 3%; LmPK inh: -1%; Pf growth 96h: 18%; Pf growth 48h: -24%
# Profile of `O=C(CN(Cc1ccc(F)cc1)C(=O)CCC(=O)Nc1nccs1)NCc1ccc(F)cc1` = Shiga toxin inh: -2; Tb PYK inh: -15%; Cycloheximide cs: 1; AMA1-RON2 inh: -9%; LmPK inh: 6%; Pf growth 96h: 16%; Pf growth 48h: -18%
# Profile of `Cc1ccc(C(=O)CCC(=O)OCC(=O)NNC(=O)c2ccc([N+](=O)[O-])cc2)cc1` = Shiga toxin inh: ·; Tb PYK inh: 0%; Cycloheximide cs: ·; AMA1-RON2 inh: 17%; LmPK inh: ·; Pf growth 96h: 0%; Pf growth 48h: -5%

# New compounds follow:
25	Cc1cccc2nc(CSc3nc4ccc([N+](=O)[O-])cc4[nH]3)c(Br)n12
26	Cc1ccc2nsnc2c1S(=O)(=O)N1CCN(C)CC1
27	NC(=O)c1cnn(-c2cccc(Cl)c2)c1N
28	CN(Cc1ccccc1)c1nc2c(c(=O)[nH]c(=O)n2C)n1CCSc1nc2ccccc2[nH]1
29	CCc1ccc2nc(N(CCCN(C)C)C(=O)c3ccc(C(=O)c4ccccc4)cc3)sc2c1
30	CC(Cc1ccccc1)NCC(=O)Nc1cc(N(C)C)nc2ccccc12 (configuration not stated)

assay / entry,25,26,27,28,29,30
Shiga toxin inh,8,-4,11,-8,-7,-5
Tb PYK inh,-6%,0%,4%,1%,-6%,18%
Cycloheximide cs,9,9,7,0,-4,-9
AMA1-RON2 inh,4%,-9%,-4%,?,?,40%[activator]
LmPK inh,2%,0%,-10%,3%,5%,-2%
Pf growth 96h,?,20%,15%,-25%,15µM*,?
Pf growth 48h,-2%,19%,-11%,8.3µM*,?,?

31	Cc1c(C(=O)NCc2c(F)cc(F)cc2F)oc2ccc(S(=O)(=O)N3CCOCC3)cc12
32	Cc1c(NC(=O)C2(c3ccc(Cl)cc3)CCCC2)c(=O)n(-c2ccccc2)n1C
33	COc1ccc(N2CCN(C(=O)C3Cc4ccccc4CN3C(=O)c3ccco3)CC2)cc1 (configuration not stated)
34	O=C(N/N=C/c1ccc2c(c1)OCCO2)c1ccncc1
35	N#Cc1nc(COc2cccc(Cl)c2)oc1N1CCCC1
36	COc1cccc(CNC(=O)Cn2c(=O)oc3ccccc32)c1OC

assay / entry,31,32,33,34,35,36
Shiga toxin inh,1,-7,·,29,-12,9
Tb PYK inh,-6%,·,3%,-8%,-1%,-8%
Cycloheximide cs,0,-1,·,21,-11,7
AMA1-RON2 inh,-4%,4%,-8%,15%,?,3%
LmPK inh,1%,-2%,·,-21%,3%,-3%
Pf growth 96h,39%[activator],·,?,15%,-10%,?
Pf growth 48h,?,-23%,8.3µM*,4%,·,6%

37	CSc1nc2ccccc2cc1/C=C(\C#N)c1cccc(C)c1
38	O=C(CC(Cc1ccccc1)C(=O)O)Nc1ccc(F)cc1 (configuration not stated)
39	O=C(NNc1cccc(Cl)n1)C1CC1
40	CCOC(=O)C1=C(N)N2C(=O)CSC2=C(C(=O)OC)C1
41	Cc1ncc(CN2CCN(CCc3ccccc3)C(CCO)C2)s1 (configuration not stated)
42	O=C1CCCN1CCC12CC3CC(CC(C3)C1)C2

assay / entry,37,38,39,40,41,42
Shiga toxin inh,-6,-7,-2,-17,20,-1
Tb PYK inh,-2%,-5%,2%,-5%,1%,-7%
Cycloheximide cs,-2,-3,-6,-6,-1,-3
AMA1-RON2 inh,21%,0%,7%,4%,-2%,-7%
LmPK inh,3%,1%,6%,1%,0%,3%
Pf growth 96h,?,2.3µM*,24%,36%[activator],?,?
Pf growth 48h,?,-16%,-5%[1.15 µM],31%[activator],-6%,?

43	Cc1cccc(S(=O)(=O)c2c(N)n(/N=C/c3ccco3)c3nc4ccccc4nc23)c1
44	Cc1cc(NC(=O)c2ccccc2F)n(C(C)(C)C)n1
45	Cc1ccc(S(=O)(=O)CCC(=O)NCCN2C(=O)S/C(=C/c3ccc(F)cc3)C2=O)cc1
46	CCc1ccc(C(=O)COc2ccc(NC(C)=O)cc2)cc1
47	CCO[C@@H]1OC(C(N)=O)=C[C@H](c2coc3ccccc3c2=O)[C@H]1CCCO
48	CC(=O)Nc1ccc(C(=O)CSc2nnc(-c3ccc(O)cc3)n2CC2CCCO2)cc1 (configuration not stated)

assay / entry,43,44,45,46,47,48
Shiga toxin inh,-12,13,-1,117,-8,-2
Tb PYK inh,-8%,-1%,-1%,1%,2%,?
Cycloheximide cs,-1,-1,16*,18,-1,-2
AMA1-RON2 inh,1%,-11%,6%,-16%,21%,7%
LmPK inh,7%,-8%,-1%,8%,1%,5%
Pf growth 96h,-19%[5.75 µM],0%,-1%,-26%,3%,-6%
Pf growth 48h,8.3µM*,29%,4%,·,-8%,·

49	CNC(=S)N1N=C(c2ccc(C)cc2)CC1c1ccc(OC)cc1 (configuration not stated)
50	O=C(CSc1nnc2ccc(-c3ccc(Br)cc3)nn12)NCC1CCCO1 (configuration not stated)
51	O=C(N/N=C/c1ccc([N+](=O)[O-])o1)c1cc2c(ccc3ccccc32)o1
52	Cc1cc(C)cc(NC(=S)NCC2CCCO2)c1 (configuration not stated)
53	CC(CCc1ccccc1)NC(=O)COC(=O)c1ccc([N+](=O)[O-])cc1 (configuration not stated)
54	O=C(O)c1ccccc1NS(=O)(=O)c1ccc2ccccc2c1

assay / entry,49,50,51,52,53,54
Shiga toxin inh,11,·,17,-21,-9,64
Tb PYK inh,-5%,-3%,-1%,-2%,1%,-8%
Cycloheximide cs,-2,·,5,1,1,33*
AMA1-RON2 inh,-12%,?,-6%,-3%,15%,?
LmPK inh,1%,·,6%,4%,1%,6%
Pf growth 96h,13%,?,?,?,23%,17%
Pf growth 48h,-7%,-5%,?,0%,4%,7%

55	COc1ccc(CNc2nc3c(c(=O)[nH]c(=O)n3C)n2CCCc2ccccc2)cc1
56	Cc1ccc(C)c(NC(=S)N2C3CCCC2CC(NC(=O)C2CC2)C3)c1 (configuration not stated)
57	CC(C)Cc1nnc(NC(=O)Nc2ccccc2)s1
58	Cc1ccc(/C=C/c2nnc(-c3ccc(C)cc3)o2)cc1
59	COC(=O)C(NC(=O)CN1C(=O)c2ccccc2C1=O)c1ccc(O)c(OC)c1 (configuration not stated)

assay / entry,55,56,57,58,59
Shiga toxin inh,-16,-19,57*,32,-6
Tb PYK inh,13%,-2%,-25%,2%,1%
Cycloheximide cs,3,-1,46*,1,-3
AMA1-RON2 inh,0%,2%,12%,-2%,6%
LmPK inh,2%,-3%,-2%,2%,2%
Pf growth 96h,?,41%[activator],-12%,30%[activator],9%
Pf growth 48h,6%,4%,74%[activator],?,23%
